# Screening results from PubChem BioAssay.
# SMN2 splice enh – increases expression of the SMN2 splice variant. Potency, µM (titrated, usually from 46.1 µM), inactives show at the highest dose activity change, positive = activation, most hits filed as activators. AID 1458. 2.8% of 210,000 active. HEK293 SMN2-luciferase splicing reporter, luminescence, 30-36 h; note: % of control where 0% means no effect; nearly all actives have a fitted effect of over 55% in size
#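 HEK293 cells carry an SMN2 […]–luciferase reporter in which exon 7 inclusion puts luciferase in frame. Cells were plated 10-12 h before compound addition, then incubated 30-36 h at 37C. ONE-Glo luminescence was read; sodium butyrate at 4.5 mM final served as control.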
# RECQ1 inh – inhibitors of human RECQ1 DNA helicase; P46063; RECQ1 DNA unwinding, red fluorescence kinetic read; Potency, µM (titrated, usually from 57.3 µM), for the others: at the highest dose activity, negative = inhibition, usual class: inhibitors; 0.54% of 240,000 active; AID 2549;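 note: plate controls were vehicle for no effect and no enzyme for full effect; nearly all actives have a fitted effect of over 30% in size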
# Target sequence (P46063 whole entry, looked up): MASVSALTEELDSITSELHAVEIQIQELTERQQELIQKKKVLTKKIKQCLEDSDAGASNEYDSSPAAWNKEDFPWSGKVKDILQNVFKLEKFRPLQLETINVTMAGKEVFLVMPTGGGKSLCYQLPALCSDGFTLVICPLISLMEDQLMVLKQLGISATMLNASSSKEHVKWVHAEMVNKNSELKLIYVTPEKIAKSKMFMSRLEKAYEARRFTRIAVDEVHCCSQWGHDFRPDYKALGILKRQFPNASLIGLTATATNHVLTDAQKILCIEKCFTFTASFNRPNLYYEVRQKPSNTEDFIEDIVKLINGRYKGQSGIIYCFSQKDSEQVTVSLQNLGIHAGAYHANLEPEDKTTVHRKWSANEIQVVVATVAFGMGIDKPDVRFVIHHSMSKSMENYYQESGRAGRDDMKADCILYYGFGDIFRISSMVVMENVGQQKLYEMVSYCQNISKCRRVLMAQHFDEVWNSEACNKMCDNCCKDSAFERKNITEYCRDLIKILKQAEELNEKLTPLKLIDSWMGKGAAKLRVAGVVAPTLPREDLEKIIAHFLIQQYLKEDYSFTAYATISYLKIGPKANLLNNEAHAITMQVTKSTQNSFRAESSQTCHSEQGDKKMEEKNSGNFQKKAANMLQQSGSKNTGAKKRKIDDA
#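 RECQ1T1 50 nM; forked duplex (20 bp + 30-nt ss tails) 200 nM, ATP 2 mM final; pH 8.0, 2 mM MgCl2, 2.5 ug/ml poly(dI-dC); 15 min compound preincubation; discontinuous kinetic read over 2 h at RT.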
# TRb SRC2 PPI – TRbeta-SRC2 interaction inhibition; TRbeta-SRC2 peptide binding, fluorescence polarization; receptor liganded with 1 µM T3; Potency, µM (top dose mostly 106 µM), for inactives: top-dose activity change, negative = inhibition, actives largely listed as inhibitors; AID 1469; 0.065% of 280,000 active;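 note: plate controls were bound peptide for no effect and peptide without receptor for full effect; nearly all actives have a fitted effect of over 50% in size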
#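 Read-out is fluorescence polarization (555 nm excitation, 632 nm emission) of a Texas Red SRC2 coactivator peptide; loss of signal reflects blocked binding to human TRb ligand-binding domain in the presence of 1 uM T3.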
# Lamin A splicing – LMNA splicing modulation. 0.01% of 200,000 active. Potency, µM (top dose mostly 46.1 µM), without a hit: top-dose ratio change, negative = inhibition, most hits filed as inhibitors. HeLa LMNA splicing GFP/RFP minigene ratio, 48 h. AID 1487; active = well fitted inhibition curve with a large enough effect in the signal ratio, with a control signal flat, not every such curve was filed as active; inconclusive = small, poorly fitted or top-dose-only effect, or effect the other way, or a change in a side signal; the % refers to the signal ratio; note: % is set by controls: 0 for no effect and ±100 for the full control effect
#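 S3 HeLa cells stably expressing lamin A-EGFP splicing minigene plus DsRed2, 600 cells/well, 48 h compound exposure at 37C. Laser-scanning cytometry; analysed as GFP (500-530 nm)/RFP (575-640 nm) total intensity ratio; 0.5% DMSO vehicle.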
# RGS12 GoLoco inh – blocks human Gai1 binding to RGS12 GoLoco peptide, red readout; Potency, µM (series often up to 61.6 µM), without a hit: at the highest dose activity, negative = inhibition, usual class: inhibitors; P63096; 0.44% of 230,000 active; Gai1:RGS12 GoLoco peptide FP, rhodamine, 10 min; active = well fitted inhibition curve with a large enough effect, not every such curve was filed as active; inactive = no such curve, though single readings can be large or run the other way; note: % is set by controls: 0 for no effect and ±100 for the full control effect; nearly all actives have a fitted effect of over 30% in size; many of its hits are not listed in these tables
# Target sequence (P63096 whole entry, looked up): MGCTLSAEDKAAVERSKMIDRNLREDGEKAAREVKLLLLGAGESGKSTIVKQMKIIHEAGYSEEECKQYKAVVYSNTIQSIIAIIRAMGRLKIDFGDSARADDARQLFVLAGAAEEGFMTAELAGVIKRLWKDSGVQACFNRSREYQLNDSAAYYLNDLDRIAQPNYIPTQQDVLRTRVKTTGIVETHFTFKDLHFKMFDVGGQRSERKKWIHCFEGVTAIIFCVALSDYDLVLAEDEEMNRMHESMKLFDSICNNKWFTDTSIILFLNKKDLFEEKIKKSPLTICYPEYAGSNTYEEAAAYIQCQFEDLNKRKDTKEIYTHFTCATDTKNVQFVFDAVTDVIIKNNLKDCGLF
# ALDH1A1 inh – ALDH1A1 (human) enzyme inhibition. P00352. Purified ALDH1A1, NADH fluorescence, propionaldehyde substrate. Potency, µM (top dose mostly 75.3 µM), for the others: at the top dose activity, negative = inhibition, hits mostly inhibitors. 7.3% of 220,000 active. AID 1030; active = well fitted inhibition curve with a large enough effect, not every such curve was filed as active; inconclusive = small, poorly fitted or top-dose-only effect, or another doubt; inactive = no such curve, though single readings can be large or run the other way;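 note: plate controls were no enzyme wells and a reference inhibitor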
# KDM4E inh – JMJD2E (human) inhibition; B2RXH2; JMJD2E catalytic domain, FDH-coupled NADH fluorescence (FDH is formaldehyde dehydrogenase); Potency, µM (top dose mostly 57.1 µM), without a hit: top-dose activity change, negative = inhibition, most hits filed as inhibitors; 1.6% of 230,000 active; AID 2147; active = well fitted inhibition curve with a large enough effect, not every such curve was filed as active; inconclusive = small, poorly fitted or top-dose-only effect, or another doubt; inactive = no such curve, though single readings can be large or run the other way;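 note: 0% = wells with enzyme and -100% = buffer wells without enzyme; nearly all actives have a fitted effect of over 50% in size; many of its hits are not listed in these tables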
# TR SRC2 fluor cs – alters Texas Red total fluorescence, flagging assay interference; Potency, µM (top dose mostly 106 µM), for the others: at the highest dose fluorescence change, negative = quenching; TRb/SRC2 Texas Red total fluorescence interference; 0.29% of 280,000 active; active = well fitted curve in either direction with a large enough effect; inconclusive = small, poorly fitted or top-dose-only effect; note: % is set by controls: 0 for no effect and ±100 for the full control effect
#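 Human TRβ ligand-binding domain (0.6 uM) and Texas Red SRC2 peptide (20 nM) in Tris buffer with 1 uM T3 and 5% DMSO were incubated with pinned compound for 5 hr at ambient temperature. Total fluorescence was computed as S + 2P (555/632 nm).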
# * marks the source's active call; other numbers are inactive results; i = inactive; ? = inconclusive; / = not tested or not shown; [ ] = dose if it differs, or a comment. Unless noted, calls come from the whole dose curve; as a rule, active = well fitted curve in the direction sought with a large enough effect; inconclusive = small, poorly fitted or top-dose-only effect, or another doubt; inactive = no such curve, though single readings can be large; an effect the other way counts as inactive or inconclusive. Potency is the fitted concentration of half-maximal effect. Only part of the results is shown; rates above refer to the full screens.
smiles,SMN2 splice enh,RECQ1 inh,TRb SRC2 PPI,Lamin A splicing,RGS12 GoLoco inh,ALDH1A1 inh,KDM4E inh,TR SRC2 fluor cs
COc1ccccc1NC(=O)CCC(=O)N(Cc1ccc(OC)c(OC)c1)c1nccs1,/,-8%,-14%,6%[46 µM],13%,4%,4%,0%
O=C(N/N=C/C=C/c1ccccc1)NC1CCCCC1,7%,-5%,-1%,/,1%,-3%,-3%,-4%
COc1ccccc1NC(=O)CCCC(=O)OCC(F)(F)C(F)F,7%,-10%,-11%,1%,0%,20%,6%,1%
CCOC(=O)CSc1nc(-c2ccccc2)nc2c1oc1ccccc12,-6%,-11%,1%,18%,3%,-1%,-3%,0%
COc1cc2c(cc1NC(=O)COc1ccccc1OC)oc1ccccc12,6%,-11%,5%,-8%,3%,?,8%,0%
COc1cccc(/C=N/NC(=O)C(=O)N/N=C/c2cccc(OC)c2OC)c1OC,-1%,-5%,-2%,?,-1%,-10%,?,-1%
Fc1ccc2nc(Nc3ccccc3)sc2c1,16µM*,-1%,2%,/,10%,2%,-5%,-2%
COc1ccccc1C(=O)Nc1ccc(N2CCCCC2)cc1,18µM*,-1%,3%,-22%,-3%,11%,-2%,0%

# Looked up by compound from the list above (4):
smiles,SMN2 splice enh,RECQ1 inh,TRb SRC2 PPI,Lamin A splicing,RGS12 GoLoco inh,ALDH1A1 inh,KDM4E inh,TR SRC2 fluor cs
O=C(N/N=C/C=C/c1ccccc1)NC1CCCCC1,7%,-5%,-1%,/,1%,-3%,-3%,-4%
COc1ccccc1NC(=O)CCCC(=O)OCC(F)(F)C(F)F,7%,-10%,-11%,1%,0%,20%,6%,1%
COc1ccccc1C(=O)Nc1ccc(N2CCCCC2)cc1,18µM*,-1%,3%,-22%,-3%,11%,-2%,0%
CCOC(=O)CSc1nc(-c2ccccc2)nc2c1oc1ccccc12,-6%,-11%,1%,18%,3%,-1%,-3%,0%

# Next structures
smiles,SMN2 splice enh,RECQ1 inh,TRb SRC2 PPI,Lamin A splicing,RGS12 GoLoco inh,ALDH1A1 inh,KDM4E inh,TR SRC2 fluor cs
NC(=S)N/N=C/c1cn(-c2ccccc2)nc1-c1cccnc1,/,-2%,2%,/,3%,2%,3%,-1%
COc1ccccc1OS(=O)(=O)c1ccc(NC(C)=O)cc1,-10%,13%,10%,?,-8%,?,5%,0%
Cc1cc(/C([O-])=C(/C(=S)Nc2ccc(F)cc2)[n+]2ccccc2)c(C)n1Cc1ccccc1Cl,-6%,i,-10%,-16%[46 µM],32%[activator],?,?,-7%
CC(NS(=O)(=O)c1ccccc1)C(=O)NCCc1ccccn1 (stereo not drawn),5%,0%,3%,/,-3%,4%,-1%,2%
CCCCn1c(N)c(N(CCOC)C(=O)CSc2nc3ccc(C)cc3[nH]2)c(=O)[nH]c1=O,-4%,-2%,-2%,-9%,5%,6%,7%,-3%
O=C(ON=C1CCN(S(=O)(=O)c2ccccc2)CC1)c1ccccc1,3%,-9%,3%,9%,9%,1%,1%,-2%
CC(CC(=O)O)CC1=NS(=O)(=O)c2ccccc2N1 (stereo not drawn),-12%,0%,3%,4%,-2%,17%,0%,2%
COc1ccc(C(=O)NCCc2nnc(SCC(=O)Nc3ccccc3)n2C)cc1,15%,-3%,-1%,-5%,-2%,-12%,2%,-4%
COc1cccc(Cn2c(=O)c(C)nc3cnc(Nc4cccc(OC)c4)nc32)c1,/,-4%,/,?,11%,29%,/,/
CC1(C)CC(=O)c2sc(NC(=O)c3ccco3)nc2C1,?,-8%,9%,-2%,4%,22µM*,-9%,-1%
O=C(Nc1ccc2c(c1)C(=O)N(CC1CCCO1)C2=O)c1cccc(Br)c1 (stereo not drawn),-17%,-16%,-9%,?,4%,?,?,-4%
NNc1nnc(NN)c2ccccc12,/,i,-5%,/,13%,?,/,-2%
Cc1ccc(S(=O)(=O)N2CCCN(S(=O)(=O)c3ccc4c(c3)OCCO4)CC2)cc1,-24%,i,0%,?,10%,?,1%,0%
O=C1C=C[C@@H](O)[C@H]2[C@@H]3C(=O)N(C[C@@H]4CCCO4)C(=O)[C@@H]3CC[C@H]12,/,-2%[11.5 µM],-4%[11.2 µM],/,/,?,/,-3%[11.2 µM]
COc1ccccc1S(=O)(=O)Cc1ccc(C(=O)N2CCN(c3ccc(C)cc3)C(C)C2)o1 (stereo not drawn),-26%,-2%,10%,-28%,4%,?,-8%,1%
CC(/C=C1\SC(=Nc2cccnc2)NC1=O)=C\c1ccccc1,/,2%,0%,/,26%,2%,5%,-2%
COc1cc(/C=C/C(=O)O)cc(S(=O)(=O)N(CC(C)C)CC(C)C)c1OC,7%,i,6%,/,-48%,3%,?,-1%
CCCN1C(=O)S/C(=C\c2ccc(N3CCOCC3)o2)C1=O,-23%,-3%,4%,/,124%[activator],0.22µM*,?,0%
COC(=O)C1=C(C(=O)OC)[C@@H]2N(C)c3ccc(OC)cc3[C@@]23C[C@@H](C(=O)OC)N(S(=O)(=O)c2cccs2)C3=N1,-7%[9.22 µM],-9%[11.5 µM],7%[11.2 µM],-6%[9.22 µM],3%[14.2 µM],9%[13.5 µM],2%[11.4 µM],1%[11.2 µM]
COCCn1c(=S)[nH]c2cc(C(=O)N3CCN(c4ccccc4OC)CC3)ccc2c1=O,/,i,-3%,-5%,/,?,-1%,-1%
O=C(CN1CCN(C(=O)c2ccco2)CC1)Nc1ccccc1-c1ccccc1,-17%,-2%,1%,3%,4%,6.3µM*,-1%,3%
N=C1/C(=C/c2cccs2)C(=O)N=C2SN=C(SCc3ccccc3)N12,-1%,-20%,9%,4%,9%,-1%,3%,-3%
CCC(=O)Oc1ccc(NC(=O)CSCc2ccccc2)cc1,-7%,-9%,-4%,?,3%,2%,11%,1%
O=C(Nc1cc(-c2nn(CC(=O)N3CCCCC3)c(=O)c3ccccc23)ccc1N1CCOCC1)c1ccc(Cl)cc1,1%,-1%,11%,-3%,0%,-15%,5%,2%
COc1ccc(Nc2ncnc3c2cnn3Cc2ccccc2)cc1OC,/,-5%,-3%,?,/,8.9µM*,0%,-8%
COC(=O)c1[nH]c2ccccc2c1NC(=O)CCN1CCSCC1,-13%,-1%,1%,?,1%,-4%,?,-4%
COC(=O)COc1ccc(S(=O)(=O)Nc2ccc(C(N)=O)cc2)cc1Cl,-6%,-2%,7%,2%,1%,-3%,5%,-4%
COc1cc(OC)cc(C(=O)N[C@H](C(=O)OCC(=O)Nc2ccc(F)c(F)c2)C(C)C)c1,-5%,-6%,-2%,8%,3%,-13%,-27%,-2%
Cc1nnc(Nc2ccc(C(=O)N3CCOCC3)cc2)c2ccccc12,20%,3%,-1%,-1%,-1%,9%,-1%,-3%
O=C(c1sc2cc([N+](=O)[O-])ccc2c1Cl)N1CCOCC1,-20%,-1%,3%,-15%,2%,-2%,-13%,0%
COC(=O)C(CCSC)NS(=O)(=O)c1ccc(Cl)cc1 (stereo not drawn),6%,-2%,-5%,/,7%,-14%,-1%,-3%
CCOCc1nnc(NC(=O)c2cccs2)s1,14%,i,-1%,-4%,-11%,-2%,4%,-2%

# Complete entries, quoted from the list. Order of values: SMN2 splice enh | RECQ1 inh | TRb SRC2 PPI | Lamin A splicing | RGS12 GoLoco inh | ALDH1A1 inh | KDM4E inh | TR SRC2 fluor cs
# Shown for COC(=O)C(CCSC)NS(=O)(=O)c1ccc(Cl)cc1 (stereo not drawn) → 6% | -2% | -5% | / | 7% | -14% | -1% | -3%
# Shown for O=C(c1sc2cc([N+](=O)[O-])ccc2c1Cl)N1CCOCC1 → -20% | -1% | 3% | -15% | 2% | -2% | -13% | 0%

# Next structures
smiles,SMN2 splice enh,RECQ1 inh,TRb SRC2 PPI,Lamin A splicing,RGS12 GoLoco inh,ALDH1A1 inh,KDM4E inh,TR SRC2 fluor cs
CC(C)NC(=O)COC(=O)/C=C/c1ccco1,11%,i,-12%,10%,8%,-11%,5%,-3%
Cc1ccc2cc(COC(=O)c3ccco3)c(=O)[nH]c2c1,2%,i,-10%,-2%,-14%,?,-28%,-3%
CCSc1nc2c(c(=O)[nH]c(=O)n2C)n1Cc1ccc(Cl)cc1,4%,-16%,2%,20%,2%,-1%,-2%,5%
O=C(CCN1CCN(CCO)CC1)Nc1ccc(C2CCCC2)cc1,-17%,i,-7%,-14%[9.22 µM],14%,?,-10%,-3%
COc1ccc(-c2ccn(-c3cccc(F)n3)n2)cc1,-55%[inhibitor],1%,5%,/,42%[activator],?,?,0%
COCCNC(=O)c1ccccc1N(Cc1ccccc1)S(=O)(=O)c1ccc(C)cc1,/,-8%,-5%,4%[46 µM],14%,-7%,5%,-4%
O=c1cnc2cnc(Oc3ccccc3)nc2n1Cc1ccc(F)cc1,-12%,i,/,/,12%,?,/,/
CCCCCc1ccc(OCCOCCn2c[n+](C)c3ccccc32)c(CCCCC)c1,-64%[inhibitor],-17%,3%,/,10%,?,-1%,0%
O=C(c1cc(-c2ccccn2)nc2ccc(Br)cc12)N1CCc2ccccc2C1,-4%,0%,-4%,-1%,3%,7%,6%,-2%
COc1cc(/C=C2/SC(=Nc3ccc(O)cc3)NC2=O)cc(OC)c1O,-4%,-29%,5%,-6%[46 µM],88%[activator],?,?,-13%
CCOC(=O)C1CCCN(C(=O)CNS(=O)(=O)c2ccc(Br)s2)C1 (stereo not drawn),22%,-2%,-24%,-9%,5%,?,5%,-5%
Cn1c(N)c(C(=O)COC(=O)c2ccco2)c(=O)n(C)c1=O,-2%,i,1%,3%,-5%,-12%,3%,6%
CCOC(=O)C(=O)Nc1cc(C(=O)OC)cc(C(=O)OC)c1,12%,-12%,-5%,-10%[46 µM],2%,?,2%,-1%
CCOC(=O)C1(Cc2ccccc2)CCN(Cc2ccc3c(c2)OCCO3)CC1,/,i,3%,-9%[46 µM],-3%,?,-7%,-1%
